p53null 32C kill: kills p53 null cells at the permissive temperature; H1299-neo p53 null cells, ATP luminescence, 24 h, 32C; Potency, µM (series often up to 46.1 µM), inactives show top-dose activity change, negative = cytotoxicity, actives largely listed as cytotoxic; actives 0.62% (n = 55,000);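 further: 0% = DMSO only and -100% = full killing by 100 µM tamoxifen; nearly all actives have a fitted effect of over 55% in size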
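AC50 values derive from Hill modelling of qHTS concentration-response data (up to 46 uM) in H1299-neo cells. Cells were treated 24 h at 32C following overnight attachment at 37C; viability was read as cellular ATP.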
p53null 39C kill: kills p53 null cells at the nonpermissive temperature | actives 0.97% (n = 55,000) | Potency, µM (doses to about 46.1 µM), for the others: top-dose activity, negative = cell killing, usual class: cytotoxic | H1299 p53-null (neo) cells, 39C, ATPlite viability, 24 h;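 further: 0% = DMSO only and -100% = full killing by 100 µM tamoxifen; nearly all actives have a fitted effect of over 50% in size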
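Following overnight plating at 37C (600 cells/well), H1299-neo or H1299-p53A138V cells are dosed up to 46 uM. Incubation lasts 24 hr at 39C before ATP detection.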
The depositor's hits bear a star; ? = inconclusive; [ ] = dose if it differs, or a comment. The call rests on the fitted dose curve; in most records, active means well fitted cell-killing curve with a large enough effect; inconclusive means small, poorly fitted or top-dose-only effect; inactive means no such curve, though single readings can be large or run the other way. Potency means the concentration at half of the fitted maximal effect.

smiles	p53null 39C kill	p53null 32C kill
O=C(CSc1ncnc2scc(-c3ccc(Cl)cc3)c12)NCc1ccc2c(c1)OCO2	10.1%	-13.2%
CCOC(=O)N1CCN(C(=O)c2cc3c(=O)[nH]c4ccccc4c3s2)CC1	19.3%	6.0%
O=C(CN(Cc1ccc(F)cc1)C(=O)Cn1nnc2ccccc21)NCC1CCCO1 (stereo not given)	-4.3%	-1.2%
COc1ccc(C(C)(C)C)cc1NC(=O)Nc1ccc2c(c1)OCO2	-9.0%	-10.9%
CC(NC(=O)CSc1nnc(-c2cc3cc(Cl)ccc3o2)n1C)c1ccccc1 (stereo not given)	18.7%	4.5%
Cc1ccc([N+](=O)[O-])cc1NC(=S)NC(=O)c1ccco1	-1.6%	2.1%
Cc1ccc(OC(=O)COc2ccccc2C)c(-n2nc3ccccc3n2)c1	0.1%	-0.2%
CC(=O)c1cccc(NC(=S)NCCC2=CCCCC2)c1	2.8%	-6.0%
Cc1csc(=NC(=O)c2ccccc2)n1C	-11.8%	?
COC(=O)c1ccc2c(c1)N(C)CCS2	-1.6%	-10.0%
Cc1cc2cc(OCC(=O)O)ccc2n1C	10.9%	-6.7%
Cc1ccc(CN(C(=O)C(F)(F)F)C(C(=O)NC2CCCCC2)c2ccco2)cc1 (stereo not given)	12.8%	4.8%

Next part:
smiles	p53null 39C kill	p53null 32C kill
CCN(/N=C/c1cccs1)c1cc(=O)n(C)c(=O)[nH]1	1.5%	-3.1%
O=C(NCc1ccccc1)c1ccco1	-6.1%	0.8%
Cc1noc(C)c1CSc1ccccc1C(=O)N1CCN(c2ccccc2)CC1	8.5%	-1.9%
CN1CCN(C(=O)c2ccc3c(c2)OCCO3)CC1	4.1%	0.9%
COC(=O)C1=C(C)N(Cc2cccnc2)C(=O)C1	-5.4%	-4.9%
CC(C)NC(=O)Nc1cccs1	6.4%	-5.8%
COc1ccccc1C(=O)N1CCN(Cc2ccc3c(c2)OCO3)CC1	13.3%	4.3%
Cc1c(C(=O)NCc2ccoc2)oc2ccc3c(c12)C(=O)CC(C)(C)O3	?	?
CCn1nnnc1SCC(=O)Nc1nc2ccc(OC)cc2s1	11.8%	-11.9%
CCOC(=O)CSc1nc(C)c2ccc(C)cc2n1	16.2%	14.0%
O=C(NC1CCCCC1)C(c1cccs1)N(Cc1cccs1)C(=O)c1cccs1 (stereo not given)	14.5%	-1.5%
COc1ccc(C2(NC(C)=O)CCN(C(=O)c3cccs3)CC2)cc1	11.3%	8.4%

Next structures follow:
smiles	p53null 39C kill	p53null 32C kill
CC12CCC(C(=O)N(CSC(=S)N/N=C\c3ccccc3O)C1=O)C2(C)C (stereo not given)	?	-19.8%
CCCCNC(=S)NNC(=O)c1csc(C(C)C)c1	4.2%	-3.4%
CCCCn1c(=S)[nH]c2c(oc3ccc(Cl)cc32)c1=O	5.6%	4.1%
CCc1c(C(=O)N/N=C/c2ccc(C)o2)csc1C	11.2%	-13.4%
O=C(CCS(=O)(=O)c1ccc(Br)cc1)Nc1ccc2c(c1)OCO2	-0.5%	2.3%
CCc1ccc(NC2=NCC(=O)N2c2ccc3c(c2)OCCO3)cc1	18.8%	-0.2%
CCOC(=O)Cc1csc(NC(=O)CSc2nnnn2-c2ccc(C)cc2C)n1	1.2%	0.3%
O=C(Nc1ccccc1N1CCCC1)c1cccnc1	-4.3%	1.4%
CCOc1ccccc1C(=O)N1CCC(C(=O)c2ccc(F)cc2)CC1	-9.0%	7.2%
CCOc1nc(NC2CCCCC2)nc(NC(C)(C)C)n1	16.4%	0.8%
COc1cc2c(cc1NC(=O)COC(=O)c1ccc(C(C)(C)C)cc1)oc1ccccc12	-10.7%	1.7%
CCOC(=O)C(C)Oc1ccc2c(-c3cccc([N+](=O)[O-])c3)cc(=O)oc2c1 (stereo not given)	11.9%	2.2%

Continued:
smiles	p53null 39C kill	p53null 32C kill
c1ccc2c(c1)CCN(Cc1nnnn1Cc1ccc3c(c1)OCO3)C2	-8.7%	6.4%
Cc1c(-c2ccccc2)[n+](=O)c2c(n1[O-])CCC2	7.2%	-3.1%
Oc1ccc(/C=N/N=C(c2ccccc2)c2ccccc2)c(O)c1O	9.6%[1.84 µM]	15.1%
COc1cccc(CNC(=O)C(=O)NCC2CCCO2)c1 (stereo not given)	11.0%	10.0%
Cc1ccc(SCCC(=O)NC(C)(C)C)cc1	-12.2%	-9.0%
O=C(NCC(c1cccs1)N1CCOCC1)c1cc([N+](=O)[O-])ccc1Cl (stereo not given)	4.9%	4.7%
COc1ccc(-c2nnc(SCC(=O)Oc3ccc(C)cc3)o2)cc1	-2.1%	-2.3%
CC(C)(C)c1ccc(OC(=O)c2cccnc2)cc1	-0.8%	11.6%
CCc1ccc2ncc(S(=O)(=O)c3ccc(C)c(C)c3)c(N3CCCC3)c2c1	-19.5%[1.84 µM]	1.2%
c1ccc(-n2nc3ccccc3n2)cc1	6.2%	8.1%
O=C1CCCC2=C1C1c3ccccc3C(=O)N1c1ccc(C(=O)c3ccccc3)cc1N2 (stereo not given)	-12.3%	14.4%
COc1cccc(N2CCN(c3ncnc4c3[nH]c3ccccc34)CC2C)c1 (stereo not given)	?	?

More results:
smiles	p53null 39C kill	p53null 32C kill
CCCCNC(=S)NNC(=O)c1csc(CC)c1	13.1%	1.3%
COc1ccc(/C(O)=C2/C(=O)C(=O)N(CCN3CCOCC3)C2c2ccccn2)cc1OC (stereo not given)	6.9%	-10.9%
COc1cc(OC)cc(C(=O)Nc2c(F)cccc2F)c1	-15.6%	-7.5%
CCn1c(NCc2ccco2)nc2c1c(=O)n(C)c(=O)n2C	-21.6%	-10.0%
COc1ccc(NC(=O)c2cnc3n(c2=O)CCS3)cc1OC	-10.6%	-10.6%
CCOC(=O)c1c(-c2ccc(C)o2)csc1NC(=O)COC(=O)c1cccs1	-7.7%	8.1%
CNc1nc(Nc2ccc(C)c(Cl)c2)nc(N)c1[N+](=O)[O-]	-6.0%[1.84 µM]	19.8%
O=C(Nc1ccccc1)c1cc2ccccc2o1	-29.9%	?
CCC(C)(C)n1nnnc1CN1CCN(C(c2ccccc2)c2ccccc2)CC1	7.9%	2.7%
CC(NC(=O)c1cccc(N2CCCC2=O)c1)c1ccc2c(c1)OCCO2 (stereo not given)	-0.7%	5.2%
Cc1ccc(Nc2ccccc2)cc1	-2.9%	-2.9%
Cc1sc2nc(SCc3nc(-c4ccccc4)no3)n(-c3ccccc3)c(=O)c2c1C	20.1%	1.8%

New compounds follow.
smiles	p53null 39C kill	p53null 32C kill
CCOC(=O)C1CCCN(C(=O)c2cn(C)c(=O)c3cc(OC)c(OC)cc23)C1 (stereo not given)	10.3%	3.1%
O=C(CCN1C(=O)c2ccccc2C1=O)Nc1cccnc1	-12.7%	-2.6%
CCN(CC)C(=O)C1CCCc2c1[nH]c1ccc(Cl)cc21 (stereo not given)	-23.1%	-23.3%
O=C1CNC(=S)N1c1nc(-c2ccccc2)cs1	10.5%	-1.4%
O=C(c1cnn2c(C(F)(F)F)cc(-c3cccs3)nc12)N1CCN(Cc2ccccc2)CC1	-16.2%	3.5%
O=C(NC1CCCC1)C(c1cccnc1)N(C(=O)c1csnn1)C1CCCC1 (stereo not given)	13.0%	5.1%
O=C(Cc1cccc2ccccc12)N/N=C/c1ccc(OC(=O)/C=C/c2ccco2)cc1	-3.0%	-5.9%
Cc1ccc(S(=O)(=O)C2(C(=O)N3CCN(C4CCCCC4)CC3)CC2)cc1	-19.4%	-7.2%
Fc1ccccc1COc1ccc(/C=N/NC(=S)NCc2ccccc2)cc1	?	-21.4%
COCCn1nnnc1CN1CCC(C)CC1	23.5%	-0.4%
CCN(CC)C(=O)CSc1nc(N)c(C#N)c(-c2cccs2)c1C#N	0.1%	11.2%
CN(C)Cc1cc(C(C)(C)c2cc(CN(C)C)c(O)c(CN(C)C)c2)cc(CN(C)C)c1O	1.3%	3.9%

Sorted by length of the SMILES (rising): 3 of the compounds above
smiles	p53null 39C kill	p53null 32C kill
CCOC(=O)CSc1nc(C)c2ccc(C)cc2n1	16.2%	14.0%
O=C(NC1CCCCC1)C(c1cccs1)N(Cc1cccs1)C(=O)c1cccs1 (stereo not given)	14.5%	-1.5%
Cc1sc2nc(SCc3nc(-c4ccccc4)no3)n(-c3ccccc3)c(=O)c2c1C	20.1%	1.8%

Continued:
smiles	p53null 39C kill	p53null 32C kill
CCN1C(=O)c2cccc3c(S(=O)(=O)NCc4ccco4)ccc1c23	-5.9%	-0.7%
O=c1[nH]c(-c2ccc(F)cc2)nc2c1sc(=S)n2-c1ccccc1	24.0%	0.4%
O=C(Nc1nc(-c2ccccn2)cs1)C1COc2ccccc2O1 (stereo not given)	?	?
COC(=O)C1=C(C)NC(=O)NC1c1ccccc1 (stereo not given)	-2.9%	-3.7%
Cc1c(C(=O)C(=O)N2CC=C(c3ccccc3)CC2)c2ccccc2n1C	29.8%[1.84 µM]	28.0%
C=CCSc1nnc(Cn2c(=O)sc3ccccc32)n1C	-1.7%	3.7%
CCc1nc(-c2ccc(-c3ccc(OC)cc3)nc2OC)no1	-13.0%	-2.2%
CCOc1ccccc1Nc1cc(C)nc2nc(C)nn12	9.8%	3.0%
CCOC(=O)c1oc2ccc(CNC(C)(C)C)c(Cl)c2c1C	-21.1%	-9.7%
Cc1cc(NC(=O)c2ccc(Cl)cc2)n(CCOC(=O)c2ccc(Cl)cc2)n1	-6.5%	-7.4%
CCO/C=C1\C(=O)N(CC)c2ccccc21	-17.2%	1.9%
CCN(Cc1ccccc1)C(c1ccncc1)c1nnnn1C(C)(C)C (stereo not given)	28.8%	4.6%

The listing continues.
smiles	p53null 39C kill	p53null 32C kill
Cc1nn(-c2ccccc2)c(Cl)c1/C=C/C(=O)c1ccc(O)cc1	23.1%	0.3%
CCS(=O)(=O)N1CCc2cc(OC)c(OC)cc2C1	-0.3%	-1.9%
O=C1C2CC=CCC2C(=O)N1Cc1ccccc1 (stereo not given)	-18.1%	1.8%
C=CCN1C=CC(=C/C=C(/C#N)C(=O)OCC)C=C1	?	8.91µM*
N#CC(c1ccc(O)cc1)N1CCOCC1 (stereo not given)	15.7%	8.4%
O=C(Oc1ccccc1)c1ccc2nsnc2c1	0.4%	3.8%
Cn1c(=O)c2c(nc(NCc3ccccc3)n2Cc2ccc(F)cc2)n(C)c1=O	-13.6%	7.0%
Cc1c(Cl)c([N+](=O)[O-])nn1CCCC(=O)Nc1cc(Oc2ccccc2)cc([N+](=O)[O-])c1	21.2%	-2.6%
COc1ccc(-c2csc(NC(=O)c3ccco3)n2)cc1	-18.9%	-13.4%
COc1ccc(-c2nc(CS(=O)CC(=O)NCc3ccccn3)c(C)o2)cc1 (stereo not given)	14.5%	6.4%
O=C(c1ccc(COc2ccc(F)cc2)o1)n1cc(Br)cn1	6.5%	-1.9%
CCC(C)N1CCCC1C(=O)Nc1c(C)cc(C)cc1C (stereo not given)	-4.3%	1.0%

Next part:
smiles	p53null 39C kill	p53null 32C kill
COc1ccc(C(=O)NCC(c2cccnc2)N2CCN(c3ccc(F)cc3)CC2)cc1OC (stereo not given)	-0.5%	-11.0%
CC(NC(=O)Cc1cccs1)C(c1cccs1)N1CCOCC1 (stereo not given)	3.0%	7.8%
COC(=O)C(F)(F)Sc1c(C)[nH]c2ccccc12	6.4%	-16.7%
Cc1cc(C)nc(SCNC(=O)c2ccccc2)n1	0.9%	3.0%
N#CCCCSc1nnc(Cc2ccc3c(c2)OCO3)o1	3.5%	19.1%
Cc1ccnc(NC(=O)c2ccccc2NC(=O)C(C)(C)C)c1	10.7%	17.9%
CCCCNC(=O)c1cnc2n(c1=O)CCS2	-1.5%	-9.4%
CC(C)CC(OC(=O)c1nsc(Cl)c1Cl)C(=O)NCc1cccs1 (stereo not given)	2.5%	-8.1%
CCOC(=O)C(C(=O)OCC)C1CS(=O)(=O)CC1C(C(=O)OCC)C(=O)OCC (stereo not given)	-11.1%	-0.3%
COc1ccc(-c2nn3c(-c4ccccn4)nnc3s2)cc1OC	-7.4%	-3.8%
C1CN(CC23CC4CC(CC(C4)C2)C3)CCO1	-2.2%	-7.7%
COc1ccc(NC(=O)CCN2CCCC2)c(OC)c1	6.7%	-2.3%

Individual results from the entries so far.
C1CN(CC23CC4CC(CC(C4)C2)C3)CCO1 in p53null 32C kill: -7.7%
COc1ccc(NC(=O)CCN2CCCC2)c(OC)c1 in p53null 32C kill: -2.3%
COc1ccc(C(=O)NCC(c2cccnc2)N2CCN(c3ccc(F)cc3)CC2)cc1OC (stereo not given) in p53null 39C kill: -0.5%
Cc1ccnc(NC(=O)c2ccccc2NC(=O)C(C)(C)C)c1 in p53null 39C kill: 10.7%

Later entries
smiles	p53null 39C kill	p53null 32C kill
CCN(CC)C(=O)c1cc2c(=O)oc3ccccc3c2s1	22.4%	6.5%
O=C(NCCCN1CCOCC1)c1cc(-c2ccc(Cl)cc2)on1	-5.3%	-0.4%
Cc1ccc(NC(=O)COC(=O)CCc2c[nH]c3ccccc23)cc1[N+](=O)[O-]	4.0%	8.0%
COc1ccc(C(=O)/C=C/Nc2ccc(S(=O)(=O)Nc3ncccn3)cc2)cc1	30.2%[activator]	-8.3%
COc1ccc(C(=S)N2CCCC2)cc1	39.0%[activator]	0.9%
Cn1c(SCC(=O)NCC2CCCO2)nc2c([nH]c3ccccc32)c1=O (stereo not given)	-18.4%	2.1%

This is a subset; count on the stated rates, not on these rows.
